Assay outcomes deposited in PubChem BioAssay by The Scripps Research Institute Molecular Screening Center.
TEAD-YAP inh = TEAD-YAP interaction inhibition | HEK-TIYL cells, TEAD-Gal4/YAP UAS-luciferase luminescence | inhibition, % at 9.12 µM | 640,000 compounds, 1.4% hits; in the data active = inhibition above about 32%;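 note: 0% = median of test compound wells and 100% = reference inhibitor wells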
MITF inh = inhibitors of human MITF. O75030. AlphaScreen MITF homodimerization, bead proximity signal. 650,000 compounds, 0.91% hits. inhibition, % at 2.6 µM; in the data active = inhibition above about 50%;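 note: 0% = vehicle wells with protein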
GPR151 ag = human GPR151 activation; activation, % at 11.2 µM; AID 1508602; 650,000 compounds, 1% hits; PathHunter beta-arrestin GPR151 cells, luminescence; in the data active = activation above about 4.9%;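 note: 0% = median of compound wells and 100% = cells with positive control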
Target sequence (Q8TDV0 whole entry, looked up): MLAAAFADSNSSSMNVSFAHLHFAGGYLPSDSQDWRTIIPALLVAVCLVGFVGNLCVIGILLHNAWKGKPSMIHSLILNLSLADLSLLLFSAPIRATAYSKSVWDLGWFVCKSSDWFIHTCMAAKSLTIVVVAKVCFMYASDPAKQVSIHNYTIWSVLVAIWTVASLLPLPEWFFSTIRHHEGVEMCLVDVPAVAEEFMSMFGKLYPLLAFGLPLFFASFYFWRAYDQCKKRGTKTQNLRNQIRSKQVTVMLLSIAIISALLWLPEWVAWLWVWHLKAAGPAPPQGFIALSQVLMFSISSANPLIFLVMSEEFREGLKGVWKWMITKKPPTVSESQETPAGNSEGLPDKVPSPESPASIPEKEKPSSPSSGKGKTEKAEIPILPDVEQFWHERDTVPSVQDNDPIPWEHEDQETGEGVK
FBW7 activator = activators of human E3 ligase FBW7. normalized activity (activation), % at 26.1 µM. Q969H0. AlphaScreen FBW7–phospho-cyclin E peptide binding, activator screen. 650,000 compounds, 0.13% hits. AID 1259310; in the data active = normalized activity above about 1.9%;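 note: purified mutant Fbw7 with reduced substrate affinity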
Target sequence (Q969H0 whole entry, looked up): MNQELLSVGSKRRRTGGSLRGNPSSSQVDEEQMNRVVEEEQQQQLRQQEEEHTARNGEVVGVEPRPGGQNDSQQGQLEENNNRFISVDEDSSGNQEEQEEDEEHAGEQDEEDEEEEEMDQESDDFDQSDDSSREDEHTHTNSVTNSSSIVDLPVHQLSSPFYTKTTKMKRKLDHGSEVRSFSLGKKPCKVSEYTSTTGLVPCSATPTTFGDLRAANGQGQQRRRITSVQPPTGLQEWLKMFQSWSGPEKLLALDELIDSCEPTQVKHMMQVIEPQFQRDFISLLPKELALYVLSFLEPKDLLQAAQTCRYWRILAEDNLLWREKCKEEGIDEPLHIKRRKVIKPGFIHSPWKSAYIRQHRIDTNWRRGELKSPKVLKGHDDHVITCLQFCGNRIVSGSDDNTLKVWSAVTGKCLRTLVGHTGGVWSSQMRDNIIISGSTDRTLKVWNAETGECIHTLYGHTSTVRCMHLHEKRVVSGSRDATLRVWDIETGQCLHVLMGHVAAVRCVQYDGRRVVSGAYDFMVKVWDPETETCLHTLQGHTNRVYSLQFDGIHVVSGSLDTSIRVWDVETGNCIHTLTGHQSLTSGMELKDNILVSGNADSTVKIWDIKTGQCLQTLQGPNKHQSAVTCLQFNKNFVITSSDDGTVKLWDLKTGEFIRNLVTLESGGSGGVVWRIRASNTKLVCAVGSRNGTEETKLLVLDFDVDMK
The depositor's hits bear a star.

SMILES	TEAD-YAP inh	MITF inh	GPR151 ag	FBW7 activator
CCOC(=O)C1=C(C)NC(=O)NC1c1c(F)cccc1Cl (centres undefined)	-16	7	1.4	-0.1
CCNC(=O)CC1SC(=Nc2ccccc2C)N(C)C1=O (centres undefined)	1	-1	0.3	-0.1
O=C(CCSc1ccc(Cl)cc1)Nc1nc2c(s1)CCC2	7	-6	1.5	-0.1
CCOc1cc(/C=C2/NC(=O)NC2=O)cc(Cl)c1OCc1ccc(F)cc1	1	10	-0.2	0.6
CCc1cc2c(cc3c(=O)n(CC(=O)NCc4ccc5c(c4)OCO5)nc(CC)n32)s1	10	2	-0.2	-0.1
COc1cc(/C=N/NC(=S)NCc2ccco2)cc(OC)c1OC	-4	7	1.9	0.1
CCc1nn(CC(=O)NCCc2ccc(Cl)cc2)c(=O)c2cccn12	0	-6	2.1	-0.1
COc1ccc(C)cc1S(=O)(=O)NCC1COC2(CCCCC2)O1 (centres undefined)	8	-1	-1.0	-0.1
CCC(=O)Nc1ccc(-c2cc3ccccc3oc2=O)c(Cl)c1	-228	-3	1.6	0.0
CCN(C(=O)c1coc(=O)c2ccccc12)c1cc(OC)ccc1OC	-5	-2	0.5	0.0
Cc1cccnc1C(NC(=O)C1CCN(C(=O)N2CCOCC2)CC1)c1cccs1 (centres undefined)	6	17	0.4	0.5
Cc1cc(C)n(CC(=O)n2c(C)c(C)c3ccccc32)n1	4	10	-0.2	0.0
O=C(Nc1c2c(nn1-c1ccc(F)cc1)CS(=O)(=O)C2)C1CCCCC1	-4	-7	1.8	0.2
C=CCN(CC=C)S(=O)(=O)c1ccc(C(=O)N2CCOCC2)cc1	-7	1	0.1	-0.1
N#CC1=C(N)n2c(s/c(=C\c3ccc(O)cc3)c2=O)=C(C(N)=O)C1c1ccc(O)cc1 (centres undefined)	6	1	-0.1	-0.1
COc1cccc(C2C(C(=O)Nc3ccccn3)=C(C)NC3=C2C(=O)CCC3)c1 (centres undefined)	-10	-1	0.1	0.2
CCOC1OC(=O)C(Cl)=C1Nc1ccc(C)c(C)c1 (centres undefined)	10	9	-0.6	0.1
O=C(CCCC(=O)c1ccccc1)Nc1ccc(O)cc1	-11	4	-0.2	-0.1
CC(C)(C)C(=O)CSc1nc2ccccc2c(=O)n1CCCN1CCCC1=O	2	15	-0.7	-0.1
COc1ccc(Nc2ncnc3ccc(I)cc23)cc1OC	22	1	0.5	-0.1
Cc1cc(=O)oc2cc(OC(C)C)c(Cl)cc12	8	-3	-0.3	0.0
Cc1ccc(Oc2cc(Oc3ccc(C)cc3)c3noc4c3c2C(=O)c2ccccc2-4)cc1	7	0	0.6	0.0
Cc1cccc(CNC2CCN(c3ccc(NC(=O)C4CCCC4)cc3)CC2)n1	0	7	-0.1	-0.2
N#C/C(=C\c1cn(Cc2ccc(Cl)cc2)c2ccccc12)c1nn(-c2ccccc2)c(N)c1C#N	-1	4	-0.7	0.4
O=C(NCCC1=CCCCC1)c1ccc2c(c1)[nH]c(=S)n1c3ccccc3nc21	-5	9	-0.3	-0.2
CCOCc1cn(CC(=O)c2ccc(I)cc2)c(C)nc1=N	10	-7	3.2	-0.2
Cc1ccc(NC(=O)c2cc(Cl)ccc2Cl)nc1	-8	-13	-0.3	0.1
NNc1ncnc2sc(-c3ccccc3)cc12	-16	4	-0.8	0.8
O=C(Cc1ccccc1)NNc1ccc2ccccc2c1	17	-11	1.2	0.0
COc1ccc(CCNC(=O)C(CC(C)C)NC(N)=O)cc1OC (centres undefined)	-6	4	2.8	0.0
Cc1ccc(C(=O)Nc2ccc3nc(SCC(=O)Nc4ccccc4)sc3c2)cc1	1	11	-0.5	0.3
O=C(CSc1nnc(NC(=O)c2ccccc2Br)s1)Nc1ccccc1C(F)(F)F	-4	3	-0.2	0.1
O=[N+]([O-])c1ccc(Cl)cc1NCc1ccc(Cl)cc1	-2	15	-0.6	-0.7
CCOC(=O)C(NC(=O)c1ccc(OC)cc1)(N1CCCC1=O)C(F)(F)F (centres undefined)	9	4	1.6	0.0
COc1ccc(/C=C2\N=C(c3ccc(C)c(C)c3)OC2=O)c(OC)c1	0	-1	2.0	-0.1
COc1ccc(-c2csc(N/N=C\c3ccc(O)cc3)n2)cc1	7	16	-1.4	0.0
CCc1ccccc1N1CCN(C(=O)c2cc3cccc(OC)c3oc2=O)CC1	-28	-2	-0.9	0.8
CCC[C@@H]1NC(=O)[C@@H]2C[C@H](NC(=O)c3cccnc3)CN2C1=O	6	-2	-0.9	-0.1
CC(=O)c1ccc(N2C(=O)c3cccc(Cl)c3C2=O)cc1	-1	-1	2.4	-0.1
Cc1cccc(C(=O)Nc2sc3c(c2C(=O)N2CCCC2)CCCC3)c1	-5	1	0.1	0.2
CCOc1ccc(C2Oc3c(OC)cccc3C3CC(c4ccc(OC)cc4)=NN32)cc1 (centres undefined)	-68	2	-0.6	-0.2
Cc1n[nH]c(=O)nc1NCc1ccccc1Cl	10	6	-0.3	0.0
Cc1cc(C)c(S(=O)(=O)NCCC(C)C)c(C)c1	-3	-21	1.0	-0.1
Cc1ccc2c(CNCCc3ccco3)c(C(=O)O)n(C)c2c1	5	3	-0.9	-0.1
O=C(NCc1ccccc1)c1cnc(NC2CCN(Cc3ccccc3)CC2)s1	-4	5	0.3	-0.1
CCC(=O)NCCc1cc2cc(C)c(C)cc2[nH]c1=O	-8	7	-1.4	0.2
CCCCOc1ccccc1C1C(C(=O)OC(C)C)=C(C)NC2=C1C(=O)CC(c1ccc(OC)c(OC)c1)C2 (centres undefined)	-3	2	0.3	0.0
CC(C)(C)c1ccc(C(=O)NCC(=O)NN)cc1	8	1	-0.3	0.7
CCC(C)Nc1nc2c(C)cccn2c(=O)c1C=Nc1ccc([N+](=O)[O-])cc1Cl (centres undefined)	0	-2	-0.3	-0.1
Nc1cc(C(=O)O)ccc1-n1ccnc1	4	-8	-1.1	-0.1
Cc1ccc(Cn2ccn(CC(=O)Nc3ccccc3Cl)c(=O)c2=O)cc1	9	12	2.6	-0.1
CCOc1ccc(N(CC(=O)Nc2cccc(Cl)c2Cl)S(C)(=O)=O)cc1	-3	4	-0.5	-0.1
CCOc1cc(/C=C/C(=O)O)ccc1OCCO	-1	-6	1.5	-0.1
Cc1ccc2c(c1)N(CC(=O)NC(C)c1ccccc1)C(=O)c1cccnc1O2 (centres undefined)	7	28	-5.2	0.9
Cc1ccc(C(=O)Oc2ccc3c4c(c(=O)oc3c2)CCCC4)cc1	-7	15	0.2	0.2
CCc1nnc(NC(=O)c2nc3c(nnn3Cc3cc(C)ccc3C)c(=O)[nH]2)s1	2	10	1.2	-0.1
CSc1cccc(NC(=O)Cc2noc3ccc(C)cc23)c1	1	-8	-1.7	-0.2
CC(C)OCCCNC(=O)c1ccccc1Oc1ccccc1	-4	-14	1.5	0.0
c1coc(CN2CCCC(c3ccn[nH]3)C2)c1 (centres undefined)	-10	5	0.7	0.1
Cc1cc(NC(=O)CN(c2cccc(F)c2)S(C)(=O)=O)ccc1Br	2	-5	0.7	0.0

Next section.
SMILES	TEAD-YAP inh	MITF inh	GPR151 ag	FBW7 activator
O=C(NCCc1nnc2n1CCN(C/C=C/c1ccccc1)CC2)c1ccoc1	-1	-10	0.1	0.2
Cc1ccc(SCC(=O)Nc2nnc(-c3cccs3)s2)cc1	8	6	0.8	-0.1
Cc1cccc(Nc2ccc(C(=O)O)cc2[N+](=O)[O-])c1C	3	12	0.3	0.2
OCCN(Cc1cccs1)c1nncc(-c2ccc3c(c2)OCO3)n1	-8	-7	0.3	-0.1
CC1OC(Nc2ccc(O)cc2)C(O)C(O)C1O (centres undefined)	16	11	1.2	-0.2
Oc1oc(-c2ccc(Cl)cc2)nc1C=Nc1ccc(F)cc1	-1	16	-0.4	0.3
O=C(Nc1ccc(F)c(F)c1)c1ccc(F)c(S(=O)(=O)N2CCCC2)c1	-8	2	0.8	-0.1
Cc1nc2c(C)cccn2c1C(=O)NC1CC1	14	14	0.6	1.3
Cc1ccc(NC(=O)CCC(=O)N/N=C/c2cc([N+](=O)[O-])ccc2O)cc1C	10	-6	2.3	-0.2
Cc1ccc(NC(=O)C2Cc3ccccc3CN2S(C)(=O)=O)cc1 (centres undefined)	-6	-7	-0.4	-0.1
O=C1CCC(=O)N1c1cccc(Cl)c1	-2	3	0.9	0.0
CCC(C)C(=O)Nc1nnc(SCC(=O)Nc2cccc(OC)c2)s1 (centres undefined)	3	-14	-0.1	0.0
O=C(NCc1ccc(F)cc1)C1CC(O)CN1C(=O)Nc1ccccc1F (centres undefined)	-7	-1	-0.3	0.1
Cc1ccccc1-n1nc2c(c1NC(=O)c1cccc([N+](=O)[O-])c1)CS(=O)(=O)C2	6	1	0.9	-0.2
COc1ccc(NC(=O)C2CCCCN2S(=O)(=O)c2ccc(F)cc2)cc1 (centres undefined)	0	10	-0.8	-0.1
Cc1c(C(=O)Nc2ccc(-c3nc4cc(C(C)C)ccc4o3)cc2)cccc1[N+](=O)[O-]	6	9	-0.1	0.0
CC1(C)CC(=O)C(/C=N/N2CCCCC2)=C(O)C1	3	9	2.5	-0.5
CCCc1nc(N2CCN(C(=O)c3ccncc3)CC2)c2c3c(sc2n1)CCCC3	13	-4	0.1	-0.1
CC(C)N1CCc2c(sc(NC(=O)c3cc4cc([N+](=O)[O-])ccc4s3)c2C(N)=O)C1	6	-6	-0.8	-0.2
C/C(=N\NC(=O)c1ccncc1)c1ccc(O)cc1	-3	39	-0.3	0.3
CC(=O)Nc1ccc(-c2nnn(CC(=O)c3ccc(F)cc3)n2)cc1Cl	0	13	-0.8	0.3
O=C(CN1C(=O)C2CC=CCC2C1=O)NCc1ccc(Cl)cc1 (centres undefined)	-3	-10	-0.5	-0.1
CCN1CCCC1Cn1c(SCc2cc(C(C)=O)ccc2OC)nc2ccccc2c1=O (centres undefined)	4	-7	-2.5	-0.1
CCCCN1C(=O)C(NC(=O)C2CCCCC2)(C(F)(F)F)C2=C1CC(C)(C)CC2=O (centres undefined)	-4	-3	-1.2	-0.3

Nothing new here: entries from further up.
SMILES	TEAD-YAP inh	MITF inh	GPR151 ag	FBW7 activator
O=C(NCc1ccc(F)cc1)C1CC(O)CN1C(=O)Nc1ccccc1F (centres undefined)	-7	-1	-0.3	0.1
Cc1ccccc1-n1nc2c(c1NC(=O)c1cccc([N+](=O)[O-])c1)CS(=O)(=O)C2	6	1	0.9	-0.2
COc1ccc(NC(=O)C2CCCCN2S(=O)(=O)c2ccc(F)cc2)cc1 (centres undefined)	0	10	-0.8	-0.1
Cc1c(C(=O)Nc2ccc(-c3nc4cc(C(C)C)ccc4o3)cc2)cccc1[N+](=O)[O-]	6	9	-0.1	0.0
CC1(C)CC(=O)C(/C=N/N2CCCCC2)=C(O)C1	3	9	2.5	-0.5
CCCc1nc(N2CCN(C(=O)c3ccncc3)CC2)c2c3c(sc2n1)CCCC3	13	-4	0.1	-0.1
CC(C)N1CCc2c(sc(NC(=O)c3cc4cc([N+](=O)[O-])ccc4s3)c2C(N)=O)C1	6	-6	-0.8	-0.2
C/C(=N\NC(=O)c1ccncc1)c1ccc(O)cc1	-3	39	-0.3	0.3
CC(=O)Nc1ccc(-c2nnn(CC(=O)c3ccc(F)cc3)n2)cc1Cl	0	13	-0.8	0.3
O=C(CN1C(=O)C2CC=CCC2C1=O)NCc1ccc(Cl)cc1 (centres undefined)	-3	-10	-0.5	-0.1
CCN1CCCC1Cn1c(SCc2cc(C(C)=O)ccc2OC)nc2ccccc2c1=O (centres undefined)	4	-7	-2.5	-0.1
CCCCN1C(=O)C(NC(=O)C2CCCCC2)(C(F)(F)F)C2=C1CC(C)(C)CC2=O (centres undefined)	-4	-3	-1.2	-0.3

(continued)
SMILES	TEAD-YAP inh	MITF inh	GPR151 ag	FBW7 activator
CC1CCCN(C(=O)c2ccc3c(=O)n(CCC4=CCCCC4)c(=S)[nH]c3c2)C1 (centres undefined)	-16	-6	-1.3	0.4
CCCC(=O)N1c2ccccc2NC2=C(C(=O)CCC2)C1c1ccc(OC)c(OC)c1 (centres undefined)	-41	6	2.0	0.3
CCCN(CCC)CCNC(=O)CNC(=O)Cn1ccc2ccccc2c1=O	1	12	-0.5	-0.1
O=C(Nc1ccc2ncsc2c1)c1sc2ccccc2c1Cl	-34	2	1.6	0.2
CCCN1CCN(c2ncnc3sc(C(=O)Nc4ccc5c(c4)OCCO5)c(C)c23)CC1	-18	-5	-0.1	-0.1
Cn1nc(C(=O)NNC(=O)CCCOc2ccc(Cl)cc2Cl)c2ccccc2c1=O	3	-15	1.5	0.1
COc1ccc(-c2cc(C(F)(F)F)n3ncc(C(=O)Nc4cc(Cl)ccc4O)c3n2)cc1	8	11	1.2	0.1
CCCN(CCC)CCNC(=O)CS(=O)(=O)Cc1nc(-c2ccc(C)cc2)oc1C	-6	-8	-0.5	-0.4
COc1ccccc1C(CC(=O)N1CCCC1)c1ccco1 (centres undefined)	10	-215	1.0	0.1
COc1cc(C2CC(=O)Nc3cc4c(cc32)OCO4)ccc1O (centres undefined)	0	-31	-1.1	-0.2
CCOc1ccccc1/C=C(/NC(=O)c1ccccc1)C(=O)OC	-39	5	1.7	0.7
CC(C)C(=O)N1CCc2cc(-c3csc(N=C(N)N)n3)ccc21	-66	-4	0.7	0.1
COc1cccc(N2C(=O)C3C(C2=O)C2(C)C=CC3(C)O2)c1 (centres undefined)	-6	5	-0.7	0.0
O=C1C2CC=CCC2C(=O)N1c1ccc(I)cc1 (centres undefined)	2	-2	0.7	-0.4
C=CCN(CC(=O)O)S(=O)(=O)c1ccccc1C(F)(F)F	16	3	0.3	0.0
CCOc1ccc(NC(=O)CCCN2C(=O)c3ccccc3C2=O)cc1	1	14	2.5	0.2
CCOC(=O)c1ccc(S(=O)(=O)Nc2c(C(=O)OCC)oc3ccccc23)cc1	4	10	-1.7	0.3
CSCC(=O)NCc1c(C)ncc2c1CCN(Cc1nc3ccccc3n1C)C2	-3	-4	0.2	-0.1

Not a hit list; any-hit rate near 3.4%.
